# From PubChem
# 14-3-3 PPI: 14-3-3 gamma protein interaction modulation; P61981; FP, 14-3-3gamma / TMR-pS259-Raf peptide binding; inhibition, % at 40 µM; actives 0.19% (n = 160,000); AID 422; in the data active means inhibition above about 30%;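 further: 0% = protein plus tracer without compound and 100% = blank with tracer alone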
# Target sequence (P61981 whole entry, looked up): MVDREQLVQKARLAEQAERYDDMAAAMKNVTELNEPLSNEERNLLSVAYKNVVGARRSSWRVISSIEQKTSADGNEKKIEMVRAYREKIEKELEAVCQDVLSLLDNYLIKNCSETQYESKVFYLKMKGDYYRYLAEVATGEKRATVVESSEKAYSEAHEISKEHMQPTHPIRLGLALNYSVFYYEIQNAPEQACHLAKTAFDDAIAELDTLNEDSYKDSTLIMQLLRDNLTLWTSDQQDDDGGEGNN
# * hit, by the source's call; & = joins results of further samples.
# Preview:
structure,14-3-3 PPI
O=S(=O)(c1ccccc1)N1CCN(c2cc(-c3ccccc3)nc3ncnn23)CC1,-4
CCSC1=C(C#N)C2(CCCC2)C(C#N)=C(N)N1,4
COC(=O)c1ccccc1NC(=O)c1ccc2c(c1)C(=O)N(Cc1ccco1)C2=O,2
COc1ccccc1C(=O)N1CCN=C1SCc1ccc(Br)cc1,4
Cc1ccc(CNC(=O)CCNC(=O)c2ccc3c(c2)OCO3)cc1,-5

# Results, from the start:
structure,14-3-3 PPI
O=S(=O)(c1ccccc1)N1CCN(c2cc(-c3ccccc3)nc3ncnn23)CC1,-4
CCSC1=C(C#N)C2(CCCC2)C(C#N)=C(N)N1,4
COC(=O)c1ccccc1NC(=O)c1ccc2c(c1)C(=O)N(Cc1ccco1)C2=O,2
COc1ccccc1C(=O)N1CCN=C1SCc1ccc(Br)cc1,4
Cc1ccc(CNC(=O)CCNC(=O)c2ccc3c(c2)OCO3)cc1,-5
O=C(CSc1nnc2n1CCCCC2)c1ccc(Cl)cc1,1
Cc1ccc(Sc2nn3c(=O)c4ccccc4nc3c3ccccc23)cc1,4
Cc1cc2ccccc2c(=O)n1CC(=O)N1CCN(c2ccc(F)cc2)CC1,-4
CC(=O)N1CCc2cc(S(=O)(=O)Nc3ccc(C(C)C)cc3)ccc21,-3
CCOc1ccccc1C(=O)Nc1c2c(nn1-c1ccc([N+](=O)[O-])cc1)CSC2,1
O=C(NCCc1ccccc1)c1ccc2c(=O)n(Cc3ccc4c(c3)OCO4)c(=S)[nH]c2c1,7
COc1ccc(CC(=O)Nc2sc3c(c2C(=O)Nc2ccc(C)cc2)CCCCC3)cc1,-81
COc1ccc(-c2nc3ccc4ccccc4c3c3c2CCC3)cc1,5
Cc1ccc2c(c1)N(CCCC(=O)NCc1cccnc1)C(=O)CO2,-2&-3
Cc1ccc(NC(=O)C(=O)NCCc2ccccc2Cl)cc1,11
CC(=O)C1=C(C)Nc2cc(C(F)(F)F)ccc2S1,-21
Cc1cc(=O)oc2cc(OCC(=O)OCC(=O)NCc3ccc4c(c3)OCO4)ccc12,-7
c1ccc(CN2CCN(c3ncnc4nc[nH]c34)CC2)cc1,-4
COc1ccc2nc3oc(C(=O)NCCN4CCOCC4)cc3cc2c1,6
CCOC(=O)c1cn(CC)c2ccc(Br)cc2c1=O,-2&3
O=C(NCCOc1ccc(Cl)cc1)C1CC(=O)N(c2ccc(F)cc2)C1 (stereo unspecified),6
CCOc1ccc(NC(=O)c2cnsn2)cc1,5
CCOc1ccc(NC(=O)C(CCSC)N2C(=O)C3C4c5ccccc5C(c5ccccc54)C3C2=O)cc1 (stereo unspecified),-202
Cn1cccc1C(=O)Nc1nccs1,-6
Cc1ccc2c(nc3s/c(=C/c4cccs4)c(=O)n32)c1C,-34
O=C(NCC1CCCO1)C(=O)Nc1ccc(Cl)cc1 (stereo unspecified),1
O=C(CN(Cc1ccco1)C(=O)CNS(=O)(=O)c1ccccc1)NCc1ccc(F)cc1,-2
COc1cc(NS(=O)(=O)c2ccc3ccccc3c2)c2ncccc2c1,-19
CCC(=O)Nc1ccc(-c2ccc(NC(=O)CC)c(C)c2)cc1C,4
Cc1cccc(-n2nnc(C(=O)Nc3ccc(OC(F)(F)F)cc3)c2N)c1,7
CC1=C(C(=O)OCCC(C)C)C(c2ccccc2I)NC(=O)N1C (stereo unspecified),4
COC(=O)C1=C(N)Oc2cc(C)n(C)c(=O)c2C1c1ccc(Cl)cc1 (stereo unspecified),-14
O=C(C1CCCN(S(=O)(=O)c2cnc[nH]2)C1)N1CCN(c2ccccc2)CC1 (stereo unspecified),-2
O=C(COc1cc(=O)n2c(n1)SCCC2)c1ccccc1,3
CCN(CC)C(=O)c1sc2nc(-c3cccs3)cc(C(F)(F)F)c2c1N,-18
COc1ccc(-c2cn3cccnc3n2)cc1Br,-11
CC/C(=N\O)c1ccc(OC)c(OC)c1,-4
Cc1c2c([n+]3n1CCC3)CC(C)(C)CC2=O,-4
CCCCn1c(=O)c2ccccc2c2ccccc2c1=O,3&0
CCN(CC)C(=O)c1ccc(Nc2nnc(-c3ccc(C)c(S(=O)(=O)NC)c3)c3ccccc23)cc1,-9
CCOC(=O)COc1ccc(S(=O)(=O)N2CCc3ccccc3C2)cc1,-6
O=[N+]([O-])c1cccc(C=Nc2cccc3ccccc23)c1O,-4
Cc1noc(C)c1S(=O)(=O)Nc1ccc(C(=O)NCCc2ccccc2)cc1,-8
CCC(c1nnnn1Cc1ccco1)N(Cc1cc2cc(OC)ccc2[nH]c1=O)C1CCCCC1 (stereo unspecified),-3
Cc1ccc(CSCc2ccc(C(=O)O)o2)cc1,-17
Cn1c(=O)c(C(=O)CN2CCCc3ccccc32)c(N)n(Cc2ccccc2)c1=O,-4
COc1cc(OC)c(OC)cc1CN1CCN(S(=O)(=O)c2ccc([N+](=O)[O-])cc2)CC1,-3
CCCCc1ccc(NC(=O)c2cc3c(=O)n4ccccc4nc3s2)cc1,-8
COc1ccc(Cl)cc1C(=O)Nc1cc(C)c2c(=O)oc3ccccc3c2n1,-19
Cc1ccccc1Cn1nc(C)c(NC(=O)c2noc3c2CCc2ccccc2-3)c1C,-5
CSc1ccc2nnc(-c3cccc(F)c3)n2n1,-6
CCCCOC(=O)CSc1nc(N)c(C#N)c(-c2ccc(OC)cc2)c1C#N,-10
CCSc1nc2c(c(=O)n1C1CCOC(C)(C)C1)C1(CCCC1)Cc1ccccc1-2 (stereo unspecified),-3
Cc1ccccc1Cn1cc(NC(=O)c2noc3c2CC(C(C)(C)C)CC3)cn1 (stereo unspecified),-1&-5
COc1ccc(Br)c(C(=O)Nc2cc(C(=O)Nc3cccc(C)n3)ccc2N2CC3CC(C2)c2cccc(=O)n2C3)c1 (stereo unspecified),-13
N#Cc1nc(COc2ccc(Cl)cc2)oc1N1CCN(Cc2ccccc2)CC1,3&-3

# More results
structure,14-3-3 PPI
COC(=O)CSc1nc(C)c(C(=O)Nc2ccccc2C)c(-c2ccc(Cl)cc2)c1C#N,-5
O=C(O)C1C2C=CC3(O2)C1C(=O)N(Cc1ccccc1)C3Cc1ccccc1 (stereo unspecified),0
CSc1nc2n(n1)C(c1ccccc1Cl)C1=C(CC(C)(C)CC1=O)N2 (stereo unspecified),-5
O=C(c1ccc2c(c1)OCO2)[C@@H]1[C@@H]2C(=O)N(C3CCCCC3)C(=O)[C@@H]2C2c3ccccc3C=CN21 (stereo partly specified),-41
Oc1ccc(Cl)cc1C1CC(c2ccccc2)=NN1 (stereo unspecified),-17
CCNC(=O)CC1SC(=Nc2cccc(Cl)c2C)N(C)C1=O (stereo unspecified),1
CC(C)Cc1ccc(-c2csc(Nc3ccc4c(c3)OCO4)n2)cc1,-25
CC(C)(CNS(=O)(=O)c1ccc(F)cc1)CNS(=O)(=O)c1ccc(F)cc1,2
CC(C)(C)S(=O)(=O)c1ccc2nc3c(n2c1)CCCC3,2
O=C(Oc1ccc(Br)cc1)c1cccc(N2C(=O)C3CCCCC3C2=O)c1 (stereo unspecified),-13
CCOC(=O)CSc1nc(-c2ccc(OC)cc2)nc2c1c(=O)n(C)c(=O)n2C,-2
COC(=O)c1ccccc1NC(=O)c1cc(-c2cccs2)on1,-5&-25
CC(C)(C)n1nc2c(c1NC(=O)c1ccccc1F)CS(=O)(=O)C2,3
CCOC(=O)COc1ccc(S(=O)(=O)Nc2ccc3c(c2)OCCO3)cc1,-7
COc1ccc(-c2nnc3c4ccccc4c(C)nn23)cc1S(=O)(=O)N1CCN(CCO)CC1,-4
COc1cccc2c(=O)c(CN(CC(C)C)CC(C)C)c(C)[nH]c12,-4

# Three compounds already listed, ordered by the value under 14-3-3 PPI, ascending:
SMILES,14-3-3 PPI
CCOC(=O)COc1ccc(S(=O)(=O)Nc2ccc3c(c2)OCCO3)cc1,-7
COc1cccc2c(=O)c(CN(CC(C)C)CC(C)C)c(C)[nH]c12,-4
CC(C)(C)S(=O)(=O)c1ccc2nc3c(n2c1)CCCC3,2

# (continued)
structure,14-3-3 PPI
CCc1c(C)nc2nc[nH]n2c1=O,0
CCc1c(C)nc2cc(-c3ccc(Cl)cc3)[nH]n2c1=O,-5
CCOC(=O)C1=C(C)NC(=O)NC1/C=C/c1ccccc1 (stereo unspecified),-2
O=C(CSc1ccc2nnc(-c3cccc(F)c3)n2n1)NCc1ccco1,9
N#Cc1c2n(c3c(=O)n(Cc4ccccc4Cl)cnc13)CCCCC2,-6
CCOC(=O)/C(C#N)=C1\Nc2ccccc2N=C1N(CC(C)C)CC(C)C,2
Cc1ccc(Nc2ncnc3sc(C)cc23)c(Br)c1,3
COc1cccc(NC(=O)COc2cc(C)ccc2C(C)(C)C)c1,0
CCc1nc(NCCCn2ccnc2)c2oc3ccccc3c2n1,-8
CCOc1ccccc1Nc1nc(N)nc(CN(C)C2CCCCC2)n1,-7
N#Cc1nc(COc2ccccc2F)oc1N1CCCCC1,0
CCCNC(=O)CS(=O)Cc1nc(-c2ccc(OC)cc2)oc1C (stereo unspecified),-6
N/C(CC(=O)Nc1cccc(C(F)(F)F)c1)=N/O,-3
CCOC(=O)CN1C(c2ccccc2O)Nc2ccc(Br)cc2C1c1ccccc1 (stereo unspecified),1
Cc1c(C)n(CC(O)CNc2ccccc2)c2ccccc12 (stereo unspecified),-8
Cc1ccccc1N1CC(C(=O)Nc2ccc3ccccc3c2)CC1=O (stereo unspecified),-5
Nc1ccc(N2C(=O)c3cccc4cccc(c34)C2=O)cc1,-16
CCOC(=O)c1cnc2ccc(Cl)cc2c1Nc1ccc(S(=O)(=O)Nc2ncccn2)cc1,-7
Cn1c(=O)n(Cc2ccccc2F)c2ccccc21,4
Cc1ccc2nc(/N=C(\N)NC(=O)c3ccccc3)nc(C)c2c1,-11
CC1=C(C(=O)OCCOc2ccccc2)C(c2cccnc2)C2=C(CC(C)(C)CC2=O)N1 (stereo unspecified),0
CCC(=O)Nc1nc(C)c(-c2csc(Nc3ccc(N(C)C)cc3)n2)s1,-4
CCN(CC)S(=O)(=O)c1cccc(C(=O)Nc2nc3cc4c(cc3s2)OCCO4)c1,1
COc1ccccc1-c1cc(C(F)(F)F)nc(S(=O)(=O)CCCC(=O)Nc2ccccc2F)n1,4

# Some of the entries so far, with the structure last.
14-3-3 PPI	compound
3	CC(C)(C)n1nc2c(c1NC(=O)c1ccccc1F)CS(=O)(=O)C2
-7	CCOC(=O)COc1ccc(S(=O)(=O)Nc2ccc3c(c2)OCCO3)cc1
-4	COc1ccc(-c2nnc3c4ccccc4c(C)nn23)cc1S(=O)(=O)N1CCN(CCO)CC1
-4	COc1cccc2c(=O)c(CN(CC(C)C)CC(C)C)c(C)[nH]c12

# More compounds
structure,14-3-3 PPI
CCOC(=O)N1CCC(NC(=O)c2csc3c2CCCC3)CC1,-6
COc1ccc(C(=O)C2C(c3cccnc3)C(C#N)(C#N)C3C=Cc4ccccc4N23)cc1 (stereo unspecified),-190
Cn1nnnc1SCC(=O)NC(=O)NCc1ccccc1,0
O=C(NCc1ccco1)c1noc2c1CCCCC2,-1
CCOC(=O)CCN1N=C(c2ccc(CC)cc2)CCC1=O,-7
CNC(=O)c1c(NC(=O)c2ccccc2C)sc2c1CCC(C(C)(C)C)C2 (stereo unspecified),-7
COCCn1cc(C(=O)NCCN2CCOCC2)c2c3ccccc3n(C)c2c1=O,4
O=C(CCn1c(=O)c2ccccc2n(CC(=O)NCCC2=CCCCC2)c1=O)NCc1ccco1,-8
Cc1cc(C)cc(Nc2cc(=O)n(C3CCCCC3)c(=O)[nH]2)c1,-5
N#Cc1nc(-c2ccccc2)oc1NCCc1ccccc1,-5
O=c1c2ccccc2nc(SCc2cccc([N+](=O)[O-])c2)n1Cc1ccc2c(c1)OCO2,-6
CN(C(=O)CCc1nc(-c2ccccc2F)no1)c1ccccc1F,-7
CCOCCOC(=O)C1=C(C)Nc2ccc(C)cc2S1,-25&-12
Cn1c2c(c(=O)n(C)c1=O)C(c1ccc3c(c1)OCO3)C1C(=O)c3ccccc3C1=N2 (stereo unspecified),-7
CCC(c1nnnn1C1CCCCC1)N(Cc1ccco1)Cc1cc2ccc(OC)cc2[nH]c1=O (stereo unspecified),1
CCN(CC)c1ccc(-n2cc3c(c2-c2ccc(C)cc2)c(=O)n(C)c(=O)n3C)cc1,-5
Cc1ccccc1Nc1c(-c2c[nH]c3ccccc23)nc2cccc(C)n12,-10
CC1=C(C(=O)Nc2cccc(C)n2)C(c2ccc3c(c2)OCO3)C2=C(CC(c3ccco3)CC2=O)N1 (stereo unspecified),2
COc1ccc(C2C3=C(CC(C)(C)CC3=O)Nc3nc(SCCN4CCOCC4)[nH]c(=O)c32)cc1OC (stereo unspecified),-4
O=C(c1ccco1)N(Cc1cc2ccccc2[nH]c1=O)C1CCCCC1,-1
Cc1nnc(NC(=O)Cc2ccc([N+](=O)[O-])cc2)s1,3
O=C(Nc1nc2c(Cl)cccc2s1)c1ccc(S(=O)(=O)N2CCCC2)cc1,-3
COc1ccccc1C1Nc2ccccc2C(c2ccccc2)(c2ccccc2)O1 (stereo unspecified),6
CC1CC(=O)N(c2ccc(NCCC(c3ccccc3)c3ccccc3)c([N+](=O)[O-])c2)C1=O (stereo unspecified),-11
N#CCSC1=Nc2ccccc2C2=NC(CCC(=O)NC3CCCCC3)C(=O)N12 (stereo unspecified),-5
COc1ccc(-n2nc3c(c2NC(=O)c2ccccc2[N+](=O)[O-])CSC3)cc1,0
Cc1ccc(-c2ccc(C(=O)Nc3cc(-c4nc5cccnc5o4)ccc3C)o2)cc1Cl,-6
CCCCN(C(=O)Nc1cccc(OC)c1)C1CCN(C(C)=O)CC1,-1
CCOC(=O)c1cnc2c(C)cc(C)cc2c1Nc1ccc(N2CCOCC2)cc1,-14

# An excerpt. The share of hits here may be higher or lower than overall.
